MBNL1-CUG inh = qHTS Assay for Inhibitors of MBNL1-poly(CUG) RNA binding. Muscleblind-like protein 1 (Homo sapiens), Q9NR56. TR-FRET MBNL1-His/biotin-(CUG)12 binding, 665/545 ratio. Potency, µM (titrated, usually from 57.5 µM), without a hit: top-dose activity change, negative = inhibition, hits mostly inhibitors. 0.036% of 280,000 active; active = well fitted inhibition curve with a large enough effect in the signal ratio, with a control signal flat, not every such curve was filed as active; inconclusive = small, poorly fitted or top-dose-only effect, or effect the other way, or a change in a side signal; inactive = no such curve, though single readings can be large or run the other way; the % refers to the signal ratio; note: % is set by controls: 0 for no effect and ±100 for the full control effect
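Ratiometric TR-FRET (665 over 545 nm, excitation 340 nm) tracks disruption of MBNL1-His/biotin-(CUG)12 complex after 60 min at room temperature, with compounds at 92 nM to 58 uM final.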
CXXC DNA block = qHTS Fluorescence Polarization Assay for Inhibitors of MLL CXXC domain - DNA interaction. MLL-CXXC / FITC-HOXA9 DNA fluorescence polarization. Potency, µM (top dose mostly 115 µM), for inactives: top-dose activity change, negative = inhibition, usual class: inhibitors. 0.037% of 290,000 active. AID 2662, 2010; active = well fitted inhibition curve with a large enough effect in the polarisation, with a control signal flat, not every such curve was filed as active; inconclusive = small, poorly fitted or top-dose-only effect, or effect the other way, or a change in a side signal; inactive = no such curve, though single readings can be large or run the other way; the % refers to the polarisation
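Purified MLL-CXXC (added from a 7 uM solution) was preincubated 5 min at ambient with pinned compounds in 50 mM Tris-HCl pH 7.5, 50 mM NaCl, 1 mM DTT, 0.05% BSA. Fluorescein-labeled HOX-A9 DNA (50 nM solution) followed, 30 min, then polarization read.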
BRCA1 expr up = qHTS Assay to Identify Small Molecule Activators of BRCA1 Expression; MCF7-BRCA1-FFLuc reporter, luminescence, 48 h; response scale: scaled: vehicle 0%, 10 µM genistein 100%; Potency, µM (highest dose often 46.1 µM), for the others: at the highest dose activation, hits mostly activators; 1.1% of 380,000 active; AID 624202, 2012; note: nearly all actives have a fitted effect of over 80% in size; some results filed as inactive show a strong effect at the top dose
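MCF7-BRCA1-FFLuc cells, 2000/well in phenol-red-free MEM, attached 2 h then treated 48 h at 37 C. Luciferase luminescence read 15 min after reagent; normalized to genistein maximum activation (10microM) and DMSO, concentration-response fitted.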
VP16 counter = VP16 counterscreen qHTS for inhibitors of ROR gamma transcriptional activity. AID 2546, 2010. Potency, µM (series often up to 53.6 µM), for inactives: at the highest dose activity, negative = inhibition, usual class: inhibitors. 3.5% of 310,000 active. Drosophila S2 Gal4-VP16 UAS-luciferase, luminescence, 20 h;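 note: Gal4-VP16 expression switched on by copper sulfate through the metallothionein promoter; % is set by controls: 0 for no effect and ±100 for the full control effect; nearly all actives have a fitted effect of over 50% in size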
NPC1 promoter act = qHTS Assay for NPC1 Promoter Activators | Huh7 NPC1 promoter luciferase reporter, 24 h | Potency, µM (highest dose often 9.22 µM), for inactives: top-dose activation, actives largely listed as activators | 2.4% of 320,000 active | AID 485313, 2010;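 note: % of control where 0% means no effect; nearly all actives have a fitted effect of over 60% in size; reporter is driven by a mutant NPC1 promoter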
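Quantitative HTS used a cell-based reporter: Huh7 cells stably bearing the NPC1 promoter upstream of luciferase were treated with compounds for 24 h, and promoter activation was read as luminescence.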
Rab9 prom act = qHTS Assay for Rab9 Promoter Activators; Huh7 Rab9 promoter-luciferase reporter, luminescence, 24 h; Potency, µM (doses to about 9.22 µM), for inactives: at the top dose activation, negative = inhibition, most hits filed as activators; 2.8% of 320,000 active; AID 485297, 2010; note: % of control where 0% means no effect; nearly all actives have a fitted effect of over 60% in size
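Cells were plated at 1500 per well in reduced-serum medium with 10% FBS and left 2 h. Compound in DMSO was then added for 24 h at 37 °C. Reporter signal was read by luminescence after 10 min with luciferase detection reagent.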
uPA generation = qHTS for Inhibitors of Cell Surface uPA Generation. cell surface uPA generation assay, qHTS. Potency, µM (highest dose often 38.3 µM), without a hit: at the top dose activity change, negative = inhibition, usual class: inhibitors. 0.31% of 330,000 active; active = well fitted inhibition curve with a large enough effect; inconclusive = small, poorly fitted or top-dose-only effect; inactive = no such curve, though single readings can be large or run the other way; tested in mouse RAW 264.7 cells; note: % is set by controls: 0 for no effect and ±100 for the full control effect; nearly all actives have a fitted effect of over 55% in size
FLuc modulator = qHTS profiling assay for firefly luciferase inhibitor/activator using purifed enzyme and Km concentrations of substrates (counterscreen for miR-21 project). purified FLuc, Km substrates, luminescence inhibition. AID 588342, 2011. Potency, µM (series often up to 57.5 µM), inactives show at the highest dose activity change, negative = inhibition, usual class: inhibitors. Luciferin 4-monooxygenase (Photinus pyralis), P08659. 6.9% of 360,000 active;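 note: plate controls were vehicle for no effect and reference inhibitor for full effect; nearly all actives have a fitted effect of over 55% in size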
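Biochemical qHTS of compounds, final roughly 60 µM downward over six points, against 10 nM purified firefly luciferase using Km concentrations of substrates (10 uM D-luciferin, 10 uM ATP) in Tris acetate pH 7.5 buffer; luminescence output.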
ELG1 genotoxic = qHTS screen for small molecules that induce genotoxicity in human embryonic kidney (HEK293T) cells expressing luciferase-tagged ELG1; HEK293T ELG1-luciferase reporter, luminescence, 16 h; Potency, µM (highest dose often 46 µM), without a hit: at the top dose activity change, positive = activation, actives largely listed as activators; 1.3% of 330,000 active; AID 504466, 2011; note: % of control where 0% means no effect; nearly all actives have a fitted effect of over 60% in size
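ELG1-luciferase HEK293T cells, 2,000/well; compound pinned in; 16 hr, 37 °C, 5% CO2; ONE-Glo, 30 min RT; luminescence on CCD imager.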
p53 reactivator = qHTS assay for re-activators of p53 using a Luc reporter. 0.063% of 320,000 active. H1299 p53-A138V BP100-luciferase reporter, luminescence, 24 h. Potency, µM (doses to about 92.2 µM), inactives show top-dose activity change, positive = activation, usual class: activators; note: % of control where 0% means no effect; nearly all actives have a fitted effect of over 45% in size
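H1299 (p53-null), stable ts p53-A138V + BP100-Luc; 1000 cells/well, Opti-MEM/10% FBS; cpd 4 pt, 1:5; 24 h, 37 deg C, 5% CO2; detection reagent 10 min RT; luminescence.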
RORgamma inh = qHTS for inhibitors of ROR gamma transcriptional activity | Potency, µM (series often up to 53.6 µM), inactives show at the top dose activity change, negative = inhibition, usual class: inhibitors | Drosophila S2 Gal4-RORgamma UAS-luciferase reporter, 20 h | Nuclear receptor ROR-gamma (Mus musculus), P51450 | 5.4% of 310,000 active | AID 2551, 2010; note: % is set by controls: 0 for no effect and ±100 for the full control effect; nearly all actives have a fitted effect of over 60% in size
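Using a luciferase readout, inhibitors were identified by reduced reporter activity in Drosophila cells coexpressing a copper-inducible Gal4–ROR gamma fusion and UAS-driven Photinus luciferase, incubated 20 hr after 700 uM copper sulfate.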
Numbers without * were called inactive; [ ] = remark or other dose. Unless noted, calls come from the whole dose curve; as a rule, active = well fitted curve in the direction sought with a large enough effect; inconclusive = small, poorly fitted or top-dose-only effect, or another doubt; inactive = no such curve, though single readings can be large; an effect the other way counts as inactive or inconclusive. Potency is the fitted concentration of half-maximal effect.

For O=C(/C=C/c1ccccc1)c1ccoc1 the results were MBNL1-CUG inh -8%, CXXC DNA block 11%, BRCA1 expr up -1%, VP16 counter inconclusive, NPC1 promoter act 0%, Rab9 prom act -1%, uPA generation -16%, FLuc modulator 15µM*, ELG1 genotoxic 1%, p53 reactivator inconclusive and RORgamma inh inconclusive.
`CN(C)c1ccc(/C=N/NC(=O)Cn2nnc3ccccc32)cc1` gave MBNL1-CUG inh inconclusive, CXXC DNA block 12%, BRCA1 expr up 21%, VP16 counter 11%, NPC1 promoter act -3%, Rab9 prom act 3%, uPA generation 15%, FLuc modulator inconclusive, ELG1 genotoxic 10%, p53 reactivator 19% and RORgamma inh 20%.
For O=C(CCCC(=O)OCC(=O)c1cccs1)Nc1ccc(F)cc1 the results were MBNL1-CUG inh -1%, CXXC DNA block -2%, BRCA1 expr up 2%, VP16 counter -6%, NPC1 promoter act -2%, Rab9 prom act -2%, uPA generation -6%, FLuc modulator -12%, ELG1 genotoxic 0%, p53 reactivator -1% and RORgamma inh -9%.
`COc1cc2c(cc1NC(=S)Nc1cccc(C(F)(F)F)c1)oc1ccccc12` gave MBNL1-CUG inh 4%, CXXC DNA block 10%, BRCA1 expr up -50%, VP16 counter inconclusive, NPC1 promoter act 6%, Rab9 prom act 0%, uPA generation -1%, FLuc modulator -2%, ELG1 genotoxic -11%, p53 reactivator 20% and RORgamma inh inconclusive.
`Cc1ccccc1NC(=O)c1c(-c2ccccc2)noc1C` gave MBNL1-CUG inh -3%, CXXC DNA block 15%, BRCA1 expr up -8%, VP16 counter 6%, NPC1 promoter act -1%, Rab9 prom act 0%, uPA generation 8%, FLuc modulator 1%, ELG1 genotoxic -1%, p53 reactivator 9% and RORgamma inh -26%.
For Cc1cc(NC(=O)C2C3C(=O)N(CC4CCCO4)C(C(=O)NCc4ccccc4)C34C=CC2(C)O4)no1 (configuration not stated) the results were MBNL1-CUG inh -7%, CXXC DNA block -5%, BRCA1 expr up -10%, VP16 counter -2%, NPC1 promoter act -2%, Rab9 prom act -4%, uPA generation 2%, FLuc modulator 3%, ELG1 genotoxic -1%, p53 reactivator 0% and RORgamma inh 43%.
For CCn1c(SCc2ccc(C(=O)Nc3nccs3)cc2)nnc1-c1ccc(N)cc1 the results were MBNL1-CUG inh -4%, CXXC DNA block -4%, BRCA1 expr up 38%, VP16 counter 7%, NPC1 promoter act 12%, Rab9 prom act 0%, uPA generation 3%, FLuc modulator 17µM*, ELG1 genotoxic -5%, p53 reactivator 13% and RORgamma inh 15%.
Screening COc1ccc(C)cc1NC(=O)c1cc2ccccc2cc1OCC(=O)NCc1ccco1 returned MBNL1-CUG inh -1%, CXXC DNA block 15%, BRCA1 expr up -29%, VP16 counter -22%, NPC1 promoter act 0%, Rab9 prom act 0%, uPA generation 2%, FLuc modulator 1%, ELG1 genotoxic -5%, p53 reactivator -1% and RORgamma inh 12%.
O=C(CNc1n[nH]c(=O)[nH]c1=O)N/N=C/C=C/c1ccccc1 was read as MBNL1-CUG inh inconclusive, CXXC DNA block -14%, BRCA1 expr up 9%, VP16 counter 0%, NPC1 promoter act 0%, Rab9 prom act 6%, uPA generation 5%, FLuc modulator -5%, ELG1 genotoxic -1%, p53 reactivator -3% and RORgamma inh -6%.
Screening O=C(N/N=C/c1ccc(Br)s1)c1cccs1 returned MBNL1-CUG inh 3%, CXXC DNA block -6%, BRCA1 expr up 66%, VP16 counter 5µM*, NPC1 promoter act inconclusive, Rab9 prom act inconclusive, uPA generation 1%, FLuc modulator 15µM*, ELG1 genotoxic 2%, p53 reactivator 6% and RORgamma inh 3.2µM*.
Screening O=C(COc1ccccc1)NCc1nnc(SCC(=O)Nc2nccs2)n1-c1ccccc1 returned MBNL1-CUG inh -1%, CXXC DNA block -2%, BRCA1 expr up -16%, VP16 counter -3%, NPC1 promoter act -2%, Rab9 prom act 3%, uPA generation 1%, FLuc modulator 0%, ELG1 genotoxic -4%, p53 reactivator -2% and RORgamma inh 13%.
Screening CCC(C)Nc1nc(N)c([N+](=O)[O-])c(NCCO)n1 (configuration not stated) returned MBNL1-CUG inh 5%, CXXC DNA block -4%, BRCA1 expr up -15%, VP16 counter -6%, NPC1 promoter act 0%, Rab9 prom act 0%, uPA generation 5%, FLuc modulator -3%, ELG1 genotoxic inconclusive, p53 reactivator -4% and RORgamma inh -3%.
`CC(C)(C)c1nnc(NC(=O)CS(=O)(=O)Cc2ccccc2)s1` gave MBNL1-CUG inh 5%, CXXC DNA block -1%, BRCA1 expr up 3%, VP16 counter 9%, NPC1 promoter act 2%, Rab9 prom act -1%, uPA generation -3%, FLuc modulator 5%, ELG1 genotoxic -2%, p53 reactivator -5% and RORgamma inh 11%.
Screening CC(C)CCOP(=O)(c1ccc(N(C)C)cc1)C(O)c1ccccn1 (configuration not stated) returned MBNL1-CUG inh 16%, CXXC DNA block 4%, BRCA1 expr up -5%, VP16 counter 5%, NPC1 promoter act 2%, Rab9 prom act -5%, uPA generation -1%, FLuc modulator 3%, ELG1 genotoxic 2%, p53 reactivator 2% and RORgamma inh 14%.
CCCCn1cc(SCC(=O)O)c2ccccc21 was read as MBNL1-CUG inh 1%, CXXC DNA block 11%, BRCA1 expr up 0%, VP16 counter 15%, NPC1 promoter act 0%, Rab9 prom act -2%[1.84 µM], uPA generation -4%, FLuc modulator -14%, ELG1 genotoxic 9%, p53 reactivator inconclusive and RORgamma inh 27%.
CCNC(=O)CSc1nc2ccccc2c(=O)n1OC was read as MBNL1-CUG inh 0%, CXXC DNA block -11%, BRCA1 expr up 0%, VP16 counter 2%, NPC1 promoter act 0%, Rab9 prom act -1%, uPA generation 0%, FLuc modulator 3%, ELG1 genotoxic 4%, p53 reactivator 0% and RORgamma inh 23%.
For O=C(CNC(=O)C1(c2ccccc2)CC1)Nc1ccc(F)c(F)c1 the results were BRCA1 expr up -33%, NPC1 promoter act 2%, Rab9 prom act 1%, uPA generation 14%, FLuc modulator 3%, ELG1 genotoxic 0% and p53 reactivator -1%.
Clc1nc(-c2n[nH]nc2Cl)n[nH]1 was read as MBNL1-CUG inh 0%, CXXC DNA block 5%, BRCA1 expr up 16%, VP16 counter 8%[0.365 µM], NPC1 promoter act -1%, Rab9 prom act -7%, uPA generation -2%, FLuc modulator 0%, ELG1 genotoxic -3%, p53 reactivator 10% and RORgamma inh -38%.
CCn1nc(NC(C)=O)c2cc3ccc(C)cc3nc21 was read as MBNL1-CUG inh inconclusive, CXXC DNA block 13%, BRCA1 expr up -40%, VP16 counter 3%, NPC1 promoter act -1%, Rab9 prom act -2%, uPA generation -5%, FLuc modulator -1%, ELG1 genotoxic -3%, p53 reactivator -4% and RORgamma inh 1%.
For Cc1c(-n2c(SCC(C)C)nc3ccccc3c2=O)c(=O)n(-c2ccccc2)n1C the results were MBNL1-CUG inh -8%, CXXC DNA block 3%, BRCA1 expr up -22%, VP16 counter -12%[10 µM], NPC1 promoter act -10%, Rab9 prom act -2%, uPA generation 3%, FLuc modulator -2%, ELG1 genotoxic 0%, p53 reactivator -5% and RORgamma inh 34%.

Grouped by structure: those above with an aryl methoxy group.
`COc1cc2c(cc1NC(=S)Nc1cccc(C(F)(F)F)c1)oc1ccccc12` gave MBNL1-CUG inh 4%, CXXC DNA block 10%, BRCA1 expr up -50%, VP16 counter inconclusive, NPC1 promoter act 6%, Rab9 prom act 0%, uPA generation -1%, FLuc modulator -2%, ELG1 genotoxic -11%, p53 reactivator 20% and RORgamma inh inconclusive.
Screening COc1ccc(C)cc1NC(=O)c1cc2ccccc2cc1OCC(=O)NCc1ccco1 returned MBNL1-CUG inh -1%, CXXC DNA block 15%, BRCA1 expr up -29%, VP16 counter -22%, NPC1 promoter act 0%, Rab9 prom act 0%, uPA generation 2%, FLuc modulator 1%, ELG1 genotoxic -5%, p53 reactivator -1% and RORgamma inh 12%.

Assay outcomes (PubChem BioAssay)

These rows are one share of the data; rates above refer to the full screens.
